Compound activity: PubChem BioAssay, National Center for Advancing Translational Sciences (NCATS)
LDHA block – LDHA (human) enzyme inhibition; purified LDHA, NADH/diaphorase-resazurin fluorescence; hits give low values; activity change, % (values are at about 110 or 230 µM); 480,000 tested, 0.15% active; in the data active means activity change below about -30%; inconclusive means mostly about -25% to -30%;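 further: plate controls were DMSO wells for no effect and wells without enzyme for full effect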
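Human LDH5 (2 nM) was incubated with 0.06 mM NADH and 0.2 mM pyruvate for 5 min at room temperature in Tris pH 7.4. Remaining NADH was coupled through diaphorase/resazurin, and resorufin fluorescence was read at 0 and 20 min.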
* = called active by the depositor; u = inconclusive. An excerpt; the hit share may differ from the screen's.

SMILES	LDHA block
C=CCOC(=O)COc1ccc2c(=O)c(Oc3ccccc3Br)coc2c1	-4.1
COCCCNC(=O)/C=C/C(=O)O	-4.8
CCC(C)NCCC(c1ccccc1)c1ccc(C)c(C)c1O (stereo not drawn)	43.9
COc1ccc(NC(=O)Cc2cc(Cl)c3c(c2)OCCCO3)cc1S(=O)(=O)N(C)C	11.3
Cc1ccc(C(=O)N(C)C2CCN(CCc3ccccn3)CC2)s1	-11.3
COCCN1C(=O)C(=O)/C(=C(/O)c2ccc(OCc3ccccc3)cc2C)C1c1cccnc1 (stereo not drawn)	9.9
Cc1c(Cc2ccccc2)c(=O)oc2c(C)c(OCC(=O)NC(C)C)ccc12	2.2
CC(NC(=O)c1nccnc1N)c1ccc(F)cc1 (stereo not drawn)	0.8
O=C(CSc1nc(CN2CCOCC2)nc2ccccc12)N1CCN(Cc2ccccc2)CC1	-0.1
CSCc1ccc(C(=O)Nc2ccccc2C(F)(F)F)cc1	5.5
Cc1ccc(-c2cc(C(=O)OCC(=O)N3CCCC3)c3ccccc3n2)o1	1.4
CC1CCCCC1NC1c2ccccc2-c2ccccc21 (stereo not drawn)	11.0
O=C(NCc1ccc(OC(F)(F)F)cc1)c1n[nH]c(=O)c2ccccc12	2.8
O=C(O)c1ccc(CSc2ccc(Cl)cc2Cl)cc1	-0.4
O=C(CN1CCN(C(=O)CCc2ncc(-c3ccccc3F)o2)CC1)Nc1ccccc1Cl	-0.5
CC(C#N)OC(=O)c1sccc1-c1ccccc1 (stereo not drawn)	1.6
COc1cccc(-c2nn3c(CN4CCCCCC4)nnc3s2)c1	-0.8
COC(=O)[C@]12CCCCC=C1N(Cc1ccco1)C(=O)[C@H](CC(=O)N1CCC(c3ccccc3)CC1)C2	1.7
CCN(CC)S(=O)(=O)c1ccc(S(=O)(=O)Nc2ccc(C(C)C)cc2)cc1	7.4
CC(C)CC1CCCN1 (stereo not drawn)	0.5
COc1ccc(NC(C)C(=O)N(C)Cc2cccc(F)c2)c(OC)c1 (stereo not drawn)	24.8
COC(=O)c1ccc2oc(=O)c(S(=O)(=O)c3ccc(F)cc3)cc2c1	8.4
COCc1ccc(C(=O)NCc2ccc(C#N)cc2)cc1	-0.7
C=CCSC1=N/C(=C\c2ccc(C)s2)C(=O)S1	8.0
CC(=O)Nc1ccc(S(=O)(=O)N2CCC(NC(=O)CCC(C)C)CC2)cc1	5.4
COc1ccccc1NC(=O)c1ccc2c(c1)NC(=O)CS2	5.1
CN(Cc1ccccc1)Cc1cc(=O)n2cc(Br)ccc2n1	7.0
CCc1c(C(=O)NC(C)C)csc1C	24.5
CCOC(=O)N1CCC(NC(=O)c2cnn3c(C)c(Cc4ccccc4)c(C)nc23)CC1	-0.8
Cc1ccc(SCC(=O)OCC(=O)c2ccc3c(c2)OCCO3)cc1	17.4
COCCCNC(=O)CS(=O)Cc1nc(-c2ccc(OC)c(OC)c2)oc1C (stereo not drawn)	8.2
C/C(=C\C(=O)O)C(=O)Nc1cccc(C(F)(F)F)c1	-4.0
O=C(CSc1ccc2c(c1)OCCCO2)N1CCC(Cc2ccccc2)CC1	5.9
COc1ccccc1C(=O)Oc1ccc2c(=O)c(-c3ccccc3OC)c(C)oc2c1	-3.6
O=C1OCC2=C1C(c1ccc3c(c1)OCO3)CC(=O)N2c1ccc(F)cc1 (stereo not drawn)	2.0
Cc1cc2nc(-c3ccc(Cl)cc3)c(Cc3cccc(Cl)c3)n2c(C)c1Br	-1.2

3 entries from above, as a markdown table:
| compound | LDHA block |
| --- | --- |
| CN(Cc1ccccc1)Cc1cc(=O)n2cc(Br)ccc2n1 | 7.0 |
| CCc1c(C(=O)NC(C)C)csc1C | 24.5 |
| CCOC(=O)N1CCC(NC(=O)c2cnn3c(C)c(Cc4ccccc4)c(C)nc23)CC1 | -0.8 |

Further records
SMILES	LDHA block
O=C(CSc1ncnc2c1sc1cccc(F)c12)NC1CCCCC1	0.9
CCn1nccc1-c1cc(C(=O)O)c2ccc(C)c(C)c2n1	-5.2
N#Cc1ccccc1COC(=O)COc1ccc2c(c1)CCC2	-3.0
Cc1ccc(/C=C2/CCc3c2nc2ccccc2c3C(=O)O)s1	-11.4
C=CCN(Cc1cccs1)C(=O)CCl	3.9
COc1ccc(NC(=O)C2CCN(c3nc4ccccc4nc3OC)CC2)cc1OC	-6.6
CCCNC(=O)CNC(=O)c1nn(-c2ccccc2)c(=O)c2ccccc12	u
Cc1ccc2cc(C(=O)NC3CCS(=O)(=O)C3)c(C)nc2c1 (stereo not drawn)	-0.3
Cc1ccc2nc(-c3cccc(Cl)c3)cc(C(=O)O)c2c1	-0.3
O=C(CCCn1c(=O)oc2ccccc21)Nc1nc2ccccc2s1	3.3
O=S(=O)(Nc1ccccc1Sc1nncs1)C1=Cc2ccccc2CC1	6.8
CNC(=O)C1CN(C(=O)CCc2ncc(-c3ccccc3)o2)c2ccccc2O1 (stereo not drawn)	5.5

Structures above containing a furan ring, fused or not:
SMILES	LDHA block
Cc1ccc(-c2cc(C(=O)OCC(=O)N3CCCC3)c3ccccc3n2)o1	1.4
COC(=O)[C@]12CCCCC=C1N(Cc1ccco1)C(=O)[C@H](CC(=O)N1CCC(c3ccccc3)CC1)C2	1.7

More records follow.
SMILES	LDHA block
C=CCn1c(NCCN(C)C)nc2c1c(=O)[nH]c(=O)n2C	-12.4
CC(NC(=O)c1ccccc1)C1CCCO1 (stereo not drawn)	-2.9
C[C@]12CCCCC1CCC1C2CC[C@]2(C)C(N)CCC12 (stereo partly drawn)	7.9
COc1cccc2cc(S(=O)(=O)c3cc(F)cc(F)c3)c(=O)oc12	-0.2
Cc1ccc(NS(=O)(=O)c2cc3c(cc2-c2ccsc2)NC(=O)CO3)cc1C	7.0
O=C(NCc1cccc(C(F)(F)F)c1)N1CCc2sccc2C1	3.6
O/N=C/c1ccc(OCc2ccc(Cl)c(Cl)c2)cc1	-0.3
Cc1ccc(/C=N/Nc2ccc(S(=O)(=O)Nc3ccccc3C(=O)O)cc2[N+](=O)[O-])o1	0.9
CCNC(=O)CN(CC)c1nc(C(F)(F)F)nc2ccccc12	14.0
CCCNC(=O)COc1cccc(-c2nc(-c3ccc(C)cc3)no2)c1	1.4
CCOC(=O)CSc1nc2c(c(=O)[nH]c(=O)n2C)n1CC	-5.8
COc1cc2nc(-c3ccc(C)c(C)c3)oc(=O)c2cc1OC	4.7
COc1ccc(/C=C(/C#N)c2ccc(Cl)cc2)c(OC)c1C	1.6
CNc1c(NC(=O)CCc2ccccc2)c(=O)oc2ccccc12	18.8
COc1ccc(/C=C/C(=O)N2CC(C)CC(C)C2)cc1 (stereo not drawn)	32.2
CC(C)(C)OC(=O)Nc1ccccc1-n1nnnc1C(C(=O)c1ccccc1)N1CCN(c2ccccn2)CC1 (stereo not drawn)	2.5
Cc1nc2sc3c(c2c(-c2ccc(Cl)cc2)c1C(N)=O)CCC3	-24.4
CN(Cc1ccc(-c2ccc(Cl)cc2)o1)C(=O)CSc1nnc(C2CC2)n1Cc1ccco1	1.1
Cc1ccc(NC(=O)c2nc3ccccc3nc2N2CCCC2)cc1	5.7
Cc1cccc(NC(=O)C2(c3cccc(Br)c3)CC2)n1	-0.5
Cc1cc(C(=O)Nc2ccc3c(c2)CCC3)c(C)s1	3.3
Cc1ccc(CNc2oc(-c3ccc(S(=O)(=O)N4CCc5ccccc5C4)cc3)nc2C#N)cc1	7.4
COCc1nnc(NC(=O)CCc2ccc(-c3ccc(C)cc3)o2)s1	1.9
Cn1c(=O)[nH]c(=O)c2c1nc(N1CCN(C/C=C/c3ccccc3)CC1)n2Cc1ccc(Cl)cc1	6.1
COc1cc(NC(=C(C#N)C#N)C(F)(F)C(F)(F)F)cc(OC)c1	11.5
CC(Cl)C(=O)c1ccc(C(C)(C)C)cc1 (stereo not drawn)	1.1
CC(=O)Nc1ccc(-c2csc(Nc3cccc4ccccc34)n2)cc1	-3.7
Cc1ccc(C(=O)OCCOc2ccccc2Cl)cc1O	1.0
N=C(N)c1ccc(OCc2cccnc2)cc1	0.2
CC(C)CCNC(=O)CCCN1C(=O)C(c2ccccc2)Oc2cccnc21 (stereo not drawn)	-8.9
OC(CC#CN1CCCCC1)(c1ccccc1)C1CCCC1 (stereo not drawn)	4.5
CCCCOC(=O)COc1ccc2c(=O)c(Oc3cccc(C)c3)coc2c1	3.2
CCC(=O)NC12CC3CC(CC(C3)C1)C2	-2.3
CCCc1nnc(C(=O)Nc2ccc(C(=O)N3CCOCC3)cc2)s1	-4.9
Cc1c(C(=O)NCc2nnc3n2CCCCC3)oc2ccccc12	4.5
O=[N+]([O-])c1cccc(COc2ccccc2CO)c1	-0.3
C#CCNC(=O)NC(CC(C)C)c1ccccc1 (stereo not drawn)	-1.1
Cc1cc(C(=O)Nc2ccccc2C(C)(C)C)c2ccccc2n1	-4.0
CCCC(=O)Nc1oc2c(C)cccc2c(=O)c1-c1ccc(OC)c(OC)c1	6.6
CCN(CC(=O)NC(C)C)Cc1nc(-c2cccs2)oc1C	3.4
Cn1nc(CC(=O)Nc2cccc(Cl)c2)c2ccccc2c1=O	u
CCOc1ccc(-c2nc(C#N)c(NCCN3CCOCC3)o2)cc1	5.6
CC(C)NC(=O)C(=O)N1CCN(c2nc(-c3ccco3)c3c(c2C#N)CCCC3)CC1	8.4
N#Cc1ccc(COC(=O)CSC(=S)N2CCOCC2)cc1	3.2
S=C(NCc1ccc(Cl)cc1)NC1CCCC1	-2.3
O=Cc1ccccc1OCc1ccccc1	4.8
Cc1cccc(NC(=O)CCc2ncc(-c3ccc(F)cc3)o2)c1C	-2.8
CCOC(=O)c1c(-c2ccc(OC)cc2)oc2c1C(OC(C)=O)CCC2 (stereo not drawn)	-9.2
O=C(CCN1C(=O)NC2(CCCCC2)C1=O)Nc1cccc2cccnc12	-4.9
O=[N+]([O-])c1cc(S(=O)(=O)N/N=C/c2cccs2)ccc1Cl	-1.1
O=C(NCCN1CCC(n2c(=O)[nH]c3ccccc32)CC1)c1ccc2ccccc2c1	-6.3
CC1Cc2ccccc2N1C(=O)CSc1ncc(C(F)(F)F)cc1Cl (stereo not drawn)	5.1
CCn1c(N)c(-c2csc(Nc3cc(C)ccc3C)n2)c(=O)[nH]c1=O	2.4
Cc1cccc(NC(=O)CSc2ncc3c(n2)-c2ccc(Cl)cc2N(C)S3(=O)=O)c1	-8.5
Cc1ccc(NC(=O)c2nn(Cc3ccccc3)c(=O)c3ccccc23)cc1F	3.1
CCOc1ccc(-c2noc(-c3nnn(-c4cccc(Cl)c4C)c3N)n2)cc1	4.5
CN(C)C(=O)c1cccc(NC(=O)/C=C/c2ccccc2)c1	11.1
Cc1nn(CC(=O)NC(C)(C)C)c(C)c1S(=O)(=O)N1CCCC(C(=O)N2CCOCC2)C1 (stereo not drawn)	2.7
CCN(c1ccccc1)S(=O)(=O)c1ccc(C(=O)Nc2nc3ccccc3[nH]2)cc1	8.6
Cc1ccc(C)c(S(=O)(=O)N2CCc3ccccc32)c1	1.3

Following part.
SMILES	LDHA block
O=C(OCC(=O)c1cccs1)c1ccc(O)cc1	-6.5
Cc1cccc(OCCC(=O)NC(C)c2ccc(F)cc2)c1 (stereo not drawn)	4.1
Cc1nn(-c2ccc(Cl)nn2)c2c1C(c1ccc(O)cc1)CC(=O)N2 (stereo not drawn)	6.8
CCc1ccc(CNC(=O)c2ccc(CSCc3ccc(C)cc3)o2)cc1	8.9
CCCn1c(=O)c2ccc(C(=O)NC(C)CC)cc2n2c(SCc3ccccc3)nnc12 (stereo not drawn)	-0.3
COC(=O)C1(NC(=O)COc2cccc(F)c2)CCCCC1	-10.8
Cc1cc(C(F)(F)F)c(C#N)c(=S)[nH]1	7.0
O=C(COCC(=O)N1CCN(c2ccccc2)CC1)NCc1ccccc1	5.5
Cc1ccc(-c2csc(Nc3ccccc3)n2)cc1	0.1
O=C(O)c1cc(C2CC2)nc2c1cnn2-c1ccc(F)cc1	1.2
Cc1cc(-c2csc(NC3CCCC3)n2)c(C)n1NC(=O)c1nn(C)c(=O)c2ccccc12	2.5
O=C(COc1ccc(-n2cnnn2)cc1)N1CCN(S(=O)(=O)c2ccc3c(c2)CCC3)CC1	0.9

In the list so far, these contain a CF3 group.
SMILES	LDHA block
CSCc1ccc(C(=O)Nc2ccccc2C(F)(F)F)cc1	5.5
O=C(NCc1ccc(OC(F)(F)F)cc1)c1n[nH]c(=O)c2ccccc12	2.8
C/C(=C\C(=O)O)C(=O)Nc1cccc(C(F)(F)F)c1	-4.0
O=C(NCc1cccc(C(F)(F)F)c1)N1CCc2sccc2C1	3.6
CCNC(=O)CN(CC)c1nc(C(F)(F)F)nc2ccccc12	14.0
COc1cc(NC(=C(C#N)C#N)C(F)(F)C(F)(F)F)cc(OC)c1	11.5
CC1Cc2ccccc2N1C(=O)CSc1ncc(C(F)(F)F)cc1Cl (stereo not drawn)	5.1
Cc1cc(C(F)(F)F)c(C#N)c(=S)[nH]1	7.0

Next part.
SMILES	LDHA block
O=C(NC1CCCCC1)C1CC(c2ccc(F)cc2)=NO1 (stereo not drawn)	2.3
CCOCCCNC(=O)CS(=O)(=O)Cc1nc(-c2ccc(C)cc2)oc1C	4.8
CCOC(=O)C1=C(C)N(Cc2ccccc2)C(=O)NC1c1ccccc1F (stereo not drawn)	40.2
COC(=O)c1ccccc1NC(=O)/C(C#N)=C/c1ccc(C)o1	-1.0
CC(Oc1ccc(F)cc1)C(=O)Nc1ccc(-c2nc3ccccc3o2)cc1 (stereo not drawn)	0.5
COc1ccc(NC(=O)Cc2c(C)c3ccc(OC)cc3oc2=O)c(OC)c1	-1.2
CCn1nc(C(=O)NCc2cccc(OC)c2)c2ccccc2c1=O	-2.3
Oc1ccc(C2(c3ccc(O)cc3)CCCC2)cc1	1.7
O=C(Nc1cccc(F)c1)c1cnc2ccccc2n1	4.7
CCOC(=O)c1cnc(Nc2ccc(F)cc2)c2ccccc12	11.2
CCCCn1nnnc1C(c1ccccc1)N1CCN(CCN2CCOCC2)CC1 (stereo not drawn)	2.1
O=c1oc2ccc(F)cc2cc1S(=O)(=O)N1CCCCCC1	-2.4
COc1ccc(Oc2coc3cc(OC(=O)c4ccc5c(c4)OCO5)ccc3c2=O)cc1	u
O=C(Cn1nnc(-c2ccc(F)cc2)n1)c1ccccc1	2.8
O=C(/C(=C/c1ccsc1)C(=O)C(F)(F)F)c1ccccc1	7.8
